# Source: PubChem BioAssay
# Myeloid diff MLP – compounds promoting myeloid differentiation | AID 624256 | calls only at 10 µM | 360,000 compounds, 1% hits | ER-HoxA9 myeloid progenitors, lysozyme-GFP differentiation, flow cytometry;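 active = normalized GFP-positive differentiation at or above the plate's own cutoff, the solvent-only control mean plus 3 SD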;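 also: cells exposed to compound for four days before flow analysis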
# KOR beta-arrestin-1 – KOR agonists, beta-arrestin recruitment, primary screen, cell-based, luminescence, uHTS (AID 1777) | KOR beta-arrestin recruitment, luminescence; higher % means a stronger effect | activation, % at 10 µM, or EC50 in µM where a hit was titrated | 280,000 compounds, 0.02% hits; in the data active = activation above about 50%, passing the limit was not always enough; also: a part of the inactive calls stands beside numbers as strong as those of hits
# GPR55 LPI antagonism – GPR55 antagonists blocking LPI-driven arrestin recruitment, primary screen, imaging, U2OS, beta-arrestin-GFP, LPI agonist (AID 2013). U2OS GPR55 beta-arrestin-GFP translocation imaging, LPI antagonism; higher % means a stronger effect. inhibition, % at 10 µM; hits with a dose series show IC50 in µM. 290,000 compounds, 0.13% hits;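 active = spots per cell inhibited over 60%, with over 100 cells counted and total cytoplasm intensity under 500,000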;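 also: U2OS cells stably carrying GPR55 and arrestin-GFP stimulated by 5 µM LPI near EC80; imaged beta-arrestin-GFP aggregate spots per cell after agonist stimulation; plate controls were LPI-stimulated DMSO wells for no effect and DMSO wells without LPI for full effect; some results filed as inactive read as strong as hits; confirmed hits need IC50 under 10 µM and bright autofluorescent wells are also inconclusive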
# NOD1 inhibition – NOD1 signaling inhibitors, primary screen, cell-based, luminescence, uHTS (AID 1578); 290,000 compounds, 1% hits; NOD1-driven NF-kB luciferase reporter cells, luminescence; higher % means a stronger effect; one-dose inhibition, % at 4 µM; EC50 in µM for titrated hits; in the data active = inhibition mostly above about 36%, no sharp cut-off; inactive = mostly below about 34%;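 also: HEK-293T reporter cells stimulated with the NOD1 agonist gamma-tri-DAP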
# KOR beta-arrestin-2 – kappa opioid receptor blockers – cell-based, luminescence, uHTS (AID 1778); 290,000 compounds, 0.091% hits; inhibition, % at 10 µM, or IC50 in µM where a hit was titrated; KOR beta-arrestin recruitment, luminescence, antagonist mode; higher % means a stronger effect; also: strong numbers were not always called active
# NOD2 inhibition – NOD2 signaling inhibitors, cell-based, luminescence, uHTS, HEK293 (AID 1566); HEK293 NOD2/NF-kB luciferase reporter, luminescence; higher % means a stronger effect; one-dose inhibition, % at 4 µM; EC50 in µM for titrated hits; 290,000 compounds, 0.63% hits; also: many of its hits are not listed in these tables
# GPR55 beta-arrestin – selective activators of receptor GPR55 – imaging, U2OS cells, beta-arrestin-GFP redistribution, primary screen (AID 1961) | U2OS GPR55 beta-arrestin-GFP redistribution imaging; higher % means a stronger effect | one-dose activation, % at 10 µM; EC50 in µM for titrated hits | 290,000 compounds, 0.048% hits;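 active = activation above 40% with more than 50 cells counted in the well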;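 also: U2OS osteosarcoma cells stably expressing GPR55 and beta-arrestin-GFP; plate controls were DMSO negative control for no effect and LPI positive control for full effect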
# HIV fusion peptide – cell-free HIV fusion peptide-binding blockers – biochemical, uHTS, fluorescence dequenching, primary screen (AID 1986); cell-free peptide binding, fluorescence dequenching, 30 min; higher % means a stronger effect; inhibition, % at 20 µM, or IC50 in µM where a hit was titrated; 290,000 compounds, 0.3% hits; in the data active = inhibition mostly above about 52%, no sharp cut-off; inactive = mostly below about 76%; also: some results filed as inactive read as strong as hits
# GPR35 antagonists – inhibition of zaprinast-stimulated GPR35 beta-arrestin translocation – imaging, U2OS, beta-arrestin-GFP, zaprinast agonist, primary screen (AID 2058); U2OS GPR35 beta-arrestin-GFP translocation imaging, zaprinast antagonism; higher % means a stronger effect; inhibition, % at 10 µM, or IC50 in µM where a hit was titrated; 290,000 compounds, 0.052% hits;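 active = inhibition of at least 50% with at least 30 cells and total cytoplasm GFP at most 10,000,000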
# Myeloid diff MLP GFP+ MAC1+ % – also measured in Myeloid diff MLP; calls as there; GFP+ MAC1+ double positive, %; measured here: differentiation confirmed by MAC1 staining
# The depositor's hits bear a star; i = inactive; x = not tested or not shown; [ ] = dose if it differs, or a comment. Rule as the data show it, unless noted: active = inhibition above about 50%; inactive = the rest.
SMILES,Myeloid diff MLP,Myeloid diff MLP GFP+ MAC1+ %,KOR beta-arrestin-1,GPR55 LPI antagonism,NOD1 inhibition,KOR beta-arrestin-2,NOD2 inhibition,GPR55 beta-arrestin,HIV fusion peptide,GPR35 antagonists
CCCCN1C(=N)C(CC)(CC)C(=O)NC1=O,i,1.1,-4.8%,4%,-14%,16%,3%,0.2%,2.0%,4%
C/C=C(\C)C(=O)OC1C(C)=C2C(C1OC(=O)CCCCC)C(C)(OC(C)=O)CC(OC(=O)CCC)C1(O)C2OC(=O)C1(C)O (stereo not given),x,x,1.0%,14%,12%,-48%,-15%,0.0%,4.1%,12%
COCc1cc(OC(=O)N(C)C)nc(-c2ccc(C)c(Cl)c2)n1,i,0.7,0.1%,8%,-9%,31%,19%,0.7%,-2.1%,2%
CC(Cc1ccccc1)NC(=O)CCCCC(=O)NC(C)Cc1ccccc1 (stereo not given),i,0.4,0.6%,7%,7%,-36%[20 µM],-3%,-0.1%,2.7%,2%
CC(=O)c1c(O)n(C)c(=S)n(-c2ccccc2)c1=O,i,0.7,-3.9%,19%,-8%,-1%,13%,-0.1%,-2.5%,-2%
CCC(=NCc1ccco1)c1c(O)n(-c2ccc(Cl)cc2)c(=O)[nH]c1=O,i,0.5,-1.1%,4%,-9%,25%,16%,0.3%,0.5%,3%
Cc1ccc(/C=C2/C(=O)NC(=O)N(CCc3ccc(F)cc3)C2=O)s1,i,0.3,5.3%,-2%,13%,-70%,6%,-0.2%,27%,2%
O=C1NC(=O)C(=Cc2ccc(N3CCOCC3)o2)C(=O)N1,i,0.2,-3.4%,-16%,-29%,1%,6%,-0.1%,127%,13%
Fc1ccccc1CNCCc1ccc2c(c1)OCO2,i,0.5,6.8%,12%,-50%,-10%,-14%,-0.2%,1.2%,2%
CCOc1ccc([N+](=O)[O-])cc1CNCCc1ccccc1,i,0.5,-2.9%,7%,-26%,-12%,-4%,0.9%,-1.9%,1%
N#Cc1ccc(Cn2cc(C=O)c3ccccc32)cc1,i,0.5,-1.7%,-19%,-31%,-38%[20 µM],6%,-0.3%,1.1%,-11%
CN(CC(=O)Nc1ccccc1-c1ccccc1)C1CCCCC1,i,1.6,3.4%,14%,2%,2%,5%,-0.1%,0.3%,-13%
CCOC(=O)c1c(-n2c(C)cc(C=C3C(=O)NC(=O)NC3=O)c2C)sc2c1CCCC2,i,1.7,-0.7%,10%,2%,-54%,0%,-0.1%,23%,11%
O=CNc1ccc(OP(=O)(Oc2ccccc2)Oc2ccccc2)cc1,i,0.8,4.6%,8%,0%,-10%,-3%,-0.2%,-1.0%,13%
Cc1cc(S(=O)(=O)NCC(C)C)ccc1OCC(=O)N1CCN(Cc2ccccc2)CC1,i,1.7,3.4%,-14%,22%,-76%,6%,-0.1%,0.0%,-4%
CCOC(C(=O)OCC(O)CN(CC)CC)(c1ccccc1)c1ccccc1 (stereo not given),i,1.4,-4.9%,0%,-13%,1%,6%,0.3%,5.3%,-8%
O=C1C=C2C=C[C@H]3C[C@]2(O1)[C@@H]1CCCCN13,i,1.8,-3.2%,7%,-19%,-13%,9%,0.6%,-1.1%,-1%
COc1ccc(-c2cn[nH]c2-c2ccc(OCc3ccccc3F)cc2O)cc1OC,i,0.9,-7.8%,-9%,9.2µM*,20%,x,0.3%,-3.3%,-5%
O=Cc1cn(Cc2ccccc2[N+](=O)[O-])c2ccccc12,i,0.3,-2.7%,9%,4%,15%,18%,-0.1%,-1.1%,-3%
Cn1c(O)c(C=NCCN2CCN(C(=O)Nc3ccccc3)CC2)c(=O)n(C)c1=O,i,0.5,3.0%,4%,0%,24%,23%,-0.1%,1.2%,-10%
COP(=O)(OC)C(NC(=O)/C=C/c1ccccc1)C(Cl)(Cl)Cl (stereo not given),i,0.5,-3.5%,13%,-38%,6%,-24%,-0.3%,1.0%,23%
Fc1ccccc1N1CCN(Cc2c(F)cccc2F)CC1,i,5.2,9.5%,4%,-15%,-4%,6%,0.8%,-0.2%,-12%
c1cnc2c(c1)ccc1ncccc12,i,0.4,5.7%,2%,-4%,5%,21%,0.0%,-0.7%,-6%
N#CSCC(=O)N1c2ccccc2CCc2ccccc21,x,x,5.9%,46%,18%,-97%,1%,0.9%,1.9%,-9%
N=c1sccn1Cc1ccc(Cl)cc1Cl,i,1.4,3.9%,-13%,-36%,-57%,-6%,-0.3%,-0.6%,-9%

# A section taken from the entries so far:
SMILES,Myeloid diff MLP,Myeloid diff MLP GFP+ MAC1+ %,KOR beta-arrestin-1,GPR55 LPI antagonism,NOD1 inhibition,KOR beta-arrestin-2,NOD2 inhibition,GPR55 beta-arrestin,HIV fusion peptide,GPR35 antagonists
Fc1ccccc1CNCCc1ccc2c(c1)OCO2,i,0.5,6.8%,12%,-50%,-10%,-14%,-0.2%,1.2%,2%
CCOc1ccc([N+](=O)[O-])cc1CNCCc1ccccc1,i,0.5,-2.9%,7%,-26%,-12%,-4%,0.9%,-1.9%,1%
N#Cc1ccc(Cn2cc(C=O)c3ccccc32)cc1,i,0.5,-1.7%,-19%,-31%,-38%[20 µM],6%,-0.3%,1.1%,-11%
CN(CC(=O)Nc1ccccc1-c1ccccc1)C1CCCCC1,i,1.6,3.4%,14%,2%,2%,5%,-0.1%,0.3%,-13%
CCOC(=O)c1c(-n2c(C)cc(C=C3C(=O)NC(=O)NC3=O)c2C)sc2c1CCCC2,i,1.7,-0.7%,10%,2%,-54%,0%,-0.1%,23%,11%
O=CNc1ccc(OP(=O)(Oc2ccccc2)Oc2ccccc2)cc1,i,0.8,4.6%,8%,0%,-10%,-3%,-0.2%,-1.0%,13%
Cc1cc(S(=O)(=O)NCC(C)C)ccc1OCC(=O)N1CCN(Cc2ccccc2)CC1,i,1.7,3.4%,-14%,22%,-76%,6%,-0.1%,0.0%,-4%
CCOC(C(=O)OCC(O)CN(CC)CC)(c1ccccc1)c1ccccc1 (stereo not given),i,1.4,-4.9%,0%,-13%,1%,6%,0.3%,5.3%,-8%
O=C1C=C2C=C[C@H]3C[C@]2(O1)[C@@H]1CCCCN13,i,1.8,-3.2%,7%,-19%,-13%,9%,0.6%,-1.1%,-1%
COc1ccc(-c2cn[nH]c2-c2ccc(OCc3ccccc3F)cc2O)cc1OC,i,0.9,-7.8%,-9%,9.2µM*,20%,x,0.3%,-3.3%,-5%
O=Cc1cn(Cc2ccccc2[N+](=O)[O-])c2ccccc12,i,0.3,-2.7%,9%,4%,15%,18%,-0.1%,-1.1%,-3%
Cn1c(O)c(C=NCCN2CCN(C(=O)Nc3ccccc3)CC2)c(=O)n(C)c1=O,i,0.5,3.0%,4%,0%,24%,23%,-0.1%,1.2%,-10%

# This is a subset; the hit share may differ from the screen's.
